Giardia FBPA inh – qHTS Assay for Inhibitors of Fructose-1,6-bisphosphate Aldolase from Giardia Lamblia; A8B2U2; actives 0.71% (n = 290,000); AID 2451, 2010; purified Giardia FBPA; Potency, µM (doses to about 59.6 µM), without a hit: at the top dose activity, negative = inhibition, hits mostly inhibitors; further: potency means the concentration at half of the fitted maximal effect; nearly all actives have a fitted effect of over 55% in size
Target sequence (A8B2U2 whole entry, looked up): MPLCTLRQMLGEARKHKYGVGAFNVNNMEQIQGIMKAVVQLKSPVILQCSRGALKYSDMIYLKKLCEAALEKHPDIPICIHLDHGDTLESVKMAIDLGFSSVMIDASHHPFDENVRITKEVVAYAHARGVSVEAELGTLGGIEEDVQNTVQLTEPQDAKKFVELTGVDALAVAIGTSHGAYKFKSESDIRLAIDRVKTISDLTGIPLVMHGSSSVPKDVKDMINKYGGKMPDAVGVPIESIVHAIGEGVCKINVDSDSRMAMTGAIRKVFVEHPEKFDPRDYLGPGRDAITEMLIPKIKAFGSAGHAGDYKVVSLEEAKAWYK
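Giardia FBPA (40 nM reagent) was preincubated 10 min at RT with compound (up to 57.5 uM final), then substrate plus GAPDH/TPI/NAD/arsenate coupling system with diaphorase/resazurin was added; resorufin fluorescence (525/598 nm) was read after 20 min.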
AmpC detergent – qHTS Inhibitors of AmpC Beta-Lactamase (assay with detergent) | P00811 | AmpC hydrolysis of nitrocefin, absorbance 480 nm, 0.01% Triton | Potency, µM (top dose mostly 114 µM), without a hit: at the highest dose activity change, negative = inhibition, usual class: inhibitors | actives 0.041% (n = 370,000) | AID 485294, 2010;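 further: potency means the concentration at half of the fitted maximal effect; 0% = no-compound wells and -100% = no-enzyme wells; nearly all actives have a fitted effect of over 25% in size; some results filed as inactive show a strong effect at the top dose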
Target sequence (P00811 whole entry, looked up): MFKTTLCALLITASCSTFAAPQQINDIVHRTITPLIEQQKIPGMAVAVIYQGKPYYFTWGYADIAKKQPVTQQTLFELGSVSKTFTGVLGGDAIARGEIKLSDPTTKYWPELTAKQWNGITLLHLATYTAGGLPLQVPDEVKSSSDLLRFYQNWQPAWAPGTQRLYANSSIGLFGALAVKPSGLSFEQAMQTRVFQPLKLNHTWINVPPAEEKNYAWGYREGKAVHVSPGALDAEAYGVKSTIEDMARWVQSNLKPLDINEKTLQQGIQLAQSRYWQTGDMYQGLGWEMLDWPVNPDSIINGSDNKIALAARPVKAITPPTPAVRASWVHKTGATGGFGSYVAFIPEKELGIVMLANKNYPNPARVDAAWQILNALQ
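20 mM phosphate pH 7.0 + 0.01% (detergent screen) or 0.0001% Triton X-100; 5.3 nM AmpC reagent; cpd preinc 15 min RT; nitrocefin (800 uM stock) to start; A480 q20 s × 4 min; Activity was normalised to no-enzyme and no-compound control wells.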
Sm TGR inh – qHTS Assay for the Inhibitors of Schistosoma Mansoni Peroxiredoxins; Schistosoma mansoni thioredoxin glutathione reductase (TGR), Q962Y6; purified TGR, DTNB reduction, TNB absorbance 405 nm; Potency, µM (highest dose often 114 µM), without a hit: at the highest dose activity change, negative = inhibition, usual class: inhibitors; actives 3% (n = 360,000); AID 485364, 2010; further: potency means the concentration at half of the fitted maximal effect; nearly all actives have a fitted effect of over 60% in size
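First, TGR (20 nM dispensed) and NADPH were mixed with compound. Second, a 15 min room-temperature incubation followed. Third, further NADPH and then DTNB were added to start the reaction. Finally, TNB absorbance was monitored kinetically.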
AMA1 RON2 block – qHTS for Inhibitors of AMA1-RON; Towards Development of Antimalarial Drug Lead: Primary Screen; AlphaScreen AMA1-biotinylated RON2 peptide binding; Potency, µM (series often up to 58.2 µM), for the others: at the top dose activity change, negative = inhibition, most hits filed as inhibitors; actives 0.2% (n = 360,000);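 further: potency means the concentration at half of the fitted maximal effect; 0% = vehicle wells and -100% = peptide control; nearly all actives have a fitted effect of over 45% in size; some results filed as inactive show a strong effect at the top dose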
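AMA1 (3D7) with his tag at 25 nM final met compounds first, then biotinylated RON2 peptide at 25 nM; detection used donor plus acceptor beads, 10 µg/mL apiece, read by AlphaScreen after 30 min at room temperature.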
HCV inhibitor – qHTS Assay for Inhibitors of Hepatitis C Virus (HCV); AID 651820, 2012; Potency, µM (top dose mostly 41.8 µM), without a hit: at the highest dose activity change, negative = inhibition, usual class: inhibitors; Huh7.5.1 HCVcc-Cre infection, luciferase reporter, 44 h; actives 3.4% (n = 340,000); further: potency means the concentration at half of the fitted maximal effect
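Infectious HCV cell culture screen: compound-treated cells (1,000/well, pre-plated 4 h) are infected with HCVcc-Cre at roughly 0.5 moi and grown 44 h. Infection is quantified by luciferase signal after 15 min substrate incubation at room temperature.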
HCMV inh – qHTS Assay for inhibitors of the human cytomegalovirus (HCMV). HFF cells, HCMV-luciferase reporter, 72 h; active compounds read low. activity change, negative = inhibition, % at 57.5 µM. actives 4.5% (n = 410,000). AID 1259415, 2018; in the data active means activity change below about -60%; inconclusive means no clear call, values can overlap the other calls; inactive means above about -39%
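After 16 h attachment at 37C, HFF cells received test compound and HCMV-luciferase (1 PFU/cell); reporter luminescence read 72 h later, data normalized against buffer-only and known inhibitor Salinomycin.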
* = called active by the depositor; ? = inconclusive; . = no result given; & = joins results of further samples; [ ] = another dose, or the depositor's remark. Unless noted, the call rests on the fitted dose curve; in most records, active means well fitted curve in the direction sought with a large enough effect; inconclusive means small, poorly fitted or top-dose-only effect, or another doubt; inactive means no such curve, though single readings can be large; an effect the other way counts as inactive or inconclusive. Unless noted, on the % scale 0 is the no-effect control and ±100 the full control effect.

Values run as follows: HCMV inh	AMA1 RON2 block	HCV inhibitor	Sm TGR inh	Giardia FBPA inh	AmpC detergent
> O=C1N(c2cccc3ccccc23)C(c2ccccc2)N2CCCN12 (stereo unspecified)
  -7	0%	3%	1%	2%	-16%
> CC(/C=C/c1ccc2c(c1)OCO2)=N\NC(=O)C(O)c1ccccc1 (stereo unspecified)
  25	11%	19%	1%	0%	5%
> CNC(=O)CSc1nnc(-c2cc(C)cc(C)c2)o1
  -12	-9%	10%	7%	5%	-1%
> COc1ccccc1CNC(=O)c1ccc(-c2ccccc2C(F)(F)F)o1
  32	2%	-1%[8.37 µM]	?	-7%	?
> CC(=O)N/C(=C/c1ccccc1)C(=O)N1CCCCC1
  51	-2%	7%	6%	2%	3%
> COC(=O)c1ccc(-c2sc3nc(N4CCOCC4)c4c(c3c2N)CC(C)(C)OC4)o1
  22	-5%	?	-15%	-15%	?
> CCN(CC)S(=O)(=O)c1ccc(C2CNC(=O)C2)cc1 (stereo unspecified)
  ?	-1%	2%	3%	0%	?
> Cc1c(C(=O)OCC(=O)NCCN2C(=O)CSC2=O)oc2c1ccc1ccccc12
  -12	-16%	?	2%	-1%	-4%
> CCO/N=C(/C)c1c(O)c(C)c(-c2ccccc2)n(-c2ccccc2)c1=O
  3	-13%	21%	?	-16%	?
> Cc1ccc(NC(=O)CSc2nc3ccccc3c(=O)n2CCCC(=O)NCCCN2CCOCC2)cc1
  -19	8%	?	-4%	7%	-6%
> O=C(CCn1c(=O)c2cccn2c2cccnc21)NCc1ccccc1Br
  -13	.	.	10%	.	18%
> CN(C(=O)CSc1nnc(-c2ccc3c(c2)OCO3)o1)C1CCS(=O)(=O)C1 (stereo unspecified)
  71	-23%	?	-14%	.	-13%
> O=C1C(Cl)=C(NCCc2ccccc2)C(=O)c2ccccc21
  -64*	13µM*	?	.	.	.
> O=C(O)C[C@H]1c2cc(F)ccc2S(=O)(=O)N1Cc1ccccc1
  10	5%	5%	.	.	.
> COc1ccc(C(C(=O)NC2CCCCC2)N(Cc2cccs2)C(=O)Cc2c[nH]c3ccccc23)cc1 (stereo unspecified)
  -24	-2%	?	-9%	-6%	?
> Cc1onc(-c2ccccc2)c1C(=O)Nc1ccccc1NC(=O)c1c(-c2ccccc2)noc1C
  -1	3%	3%	-22%	.	-6%
> CCCCN(C(=O)C1CC(=O)N(c2ccc3c(c2)OCCO3)C1)c1c(N)n(CCC)c(=O)[nH]c1=O (stereo unspecified)
  -4	6%[11.6 µM]	-2%	.	.	.
> CCOC(=O)CSc1nnc(-c2ccoc2C)n1-c1ccc(C)cc1
  -31	-14%	10%	-4%	0%	?
> Cc1ccccc1Cn1c(=O)n(CC2CCC(C(=O)NCCc3ccccc3)CC2)c(=O)c2ccccc21 (stereo unspecified)
  1	2%[11.6 µM]	25%	-1%	4%	-1%
> C=CCNc1nc(C)c(C(C)=O)cc1C#N
  -14	-6%	?	1%	1%	-4%

(next part)
Values run as follows: HCMV inh	AMA1 RON2 block	HCV inhibitor	Sm TGR inh	Giardia FBPA inh	AmpC detergent
> COc1ccc(CC(=O)N2CCc3ccccc3C2)cc1
  .	14%	-7%	-8%	3%	0%
> CCCn1c(CNC(=O)c2ccc(F)cc2)nc2ccccc21
  -1	.	.	2%	.	5%
> COc1cc(C2c3c(-c4cc(C)cc(C)c4O)n[nH]c3C(=O)N2CCCO)cc(OC)c1OC (stereo unspecified)
  38	54%[activator]	-10%	12%	24%	?
> Cn1c(SCc2ccc(F)cc2)nc2ccc(C(=O)NCc3cccc(Cl)c3)cc21
  -23	.	.	1%	.	-7%
> O=C(CCCc1ccccc1)NCc1ccc(Cl)cc1
  39	5%	23%	5%	11%	?
> CC(C)CCNC(=O)CCCCn1c(=O)[nH]c2ccsc2c1=O
  -26	4%	12%	3%	3%	-1%
> CCC(Oc1cccc(Cl)c1)C(=O)N1CCCN(C)CC1 (stereo unspecified)
  17	11%	-7%	-12%	.	-2%
> CCOP(=O)(OCC)C(NCc1ccccc1)c1ccc(Br)cc1 (stereo unspecified)
  -3	-14%	-15%	-4%	-7%	6%
> CCCN(CCC)CCNC(=O)CS(=O)Cc1nc(-c2ccc(C)cc2)oc1C (stereo unspecified)
  32	24%	?	-3%	0%	-2%
> CCNC(=O)c1cc2c(=O)n3cccc(C)c3nc2n(Cc2ccc(C)cc2)c1=N
  ?	3%	?	-5%	4%	?
> Cc1cc(NC(=O)c2noc3c2CCCC3)no1
  -2	6%	-2%	-4%	2%	-11%
> O=C(c1cc(-c2ccc(F)cc2)on1)N1CCN(c2ccc(F)cc2)CC1
  -7&5	9%	-27%	13%&-3%	-2%	2%&-4%
> Cc1cc(Cl)ccc1NC(=S)Nc1cccnc1
  -15	37%[activator]	-9%	18µM*	1%	3%
> CCOC(=O)c1c(C)n(C)c2ccc(OCC(O)Cn3c(C)nc4ccccc43)cc12 (stereo unspecified)
  -60*	-18%	10µM*	0%	9%	?
> C=Cn1nc(C)c2ccccc2c1=O
  20	3%	?	-27%	0%	-13%
> Cn1nc(-c2ccccc2F)c2cc(C(=O)Nc3cc(F)ccc3F)sc21
  -26	.	.	31%	.	10%
> O=C(CN1C2=NCCCN2c2ccccc21)c1ccc(Cl)cc1Cl
  -14	5%	?	0%	-1%	-2%
> O=C(NC1CCCCC1)C(c1ccccn1)N(C(=O)c1csnn1)c1ccccc1 (stereo unspecified)
  -6	4%	6%	8%	4%	?
> O=[N+]([O-])c1ccc(CSc2ccccn2)cc1
  3	10%	-23%	-20%	1%	?
> Cc1ccccc1CS(=O)(=O)CCC(=O)NCCCN1CCOCC1
  -32	8%	4%	2%	1%	?

Continuation.
Values run as follows: HCMV inh	AMA1 RON2 block	HCV inhibitor	Sm TGR inh	Giardia FBPA inh	AmpC detergent
> CCC(C)C(=O)Nc1cc(Cl)ccc1C(=O)O (stereo unspecified)
  -1	-9%	-2%	1%	-9%	-2%
> O=C(Cn1c(=O)oc2cc(S(=O)(=O)NCc3ccccc3)ccc21)NCc1ccc(Cl)cc1
  0	.	.	9%	.	8%
> O=c1c(Cl)c(Cl)cnn1Cc1nnc(-c2ccc(Cl)cc2)o1
  ?	34%[activator]	10µM*	4.5µM*	0%	1%
> Cc1ccc(SCCNC(=O)c2ccc([N+](=O)[O-])c(C)c2)cc1
  -21	-5%	2%	4%	-7%	-6%
> CCCN1CCN(c2ncnc3sc(C(=O)Nc4ccc(OC(F)(F)F)cc4)c(C)c23)CC1
  19	.	.	4%	.	18%
> CCCc1nnc(NC(=O)CCC(=O)NC2CCCc3ccccc32)s1 (stereo unspecified)
  -10	-9%[2.32 µM]	-1%	0%	7%	2%
> COc1ccc(Cc2nnc(NC(=O)Nc3cccc(OC)c3)s2)cc1
  14	-6%	5%	1%	-2%	-11%
> COc1cc2c(cc1NC(=O)C(F)(F)F)-c1ccc(NC(=O)C(F)(F)F)cc1C2
  25	27%	-22%	.	.	.
> CC(=O)Nc1ccc(-n2c(C)ccc2C)cc1
  -36	-5%	2%	-31%	-3%	3%
> O=C(NC(Cc1ccccc1)C(=O)O)C1CCN(S(=O)(=O)c2ccccc2C(F)(F)F)CC1 (stereo unspecified)
  38	2%	9%	-11%	?	-3%
> O=c1c2cc(NC(=S)N3CCCCC3)ccc2nc2n1CCCCC2
  -12	-10%	-21%	-2%	-7%	3%
> CCn1cc(C(=O)OCC(=O)Nc2cc(Cl)ccc2C)c(=O)c2ccc(C)nc21
  -8	.	.	10%	.	15%
> COc1ccccc1Nc1nc(NCCCN(C)C)nc(N)c1[N+](=O)[O-]
  -28	-10%	?	11%	4%	5%
> CCn1ccnc1CN1CCCC(C(=O)c2ccc(SC)cc2)C1 (stereo unspecified)
  ?	11%	-17%	-1%	6%	9%
> CC1CCCC(C)N1C(=O)CSc1nc2ncnc(N)c2[nH]1 (stereo unspecified)
  -14	0%	12%	-2%	5%	-13%
> COc1cccc(N2CCCn3c2nc2c3c(=O)n(CCN3CCOCC3)c(=O)n2C)c1
  .	.	.	3%	0%	-11%
> COc1ccc(S(=O)(=O)N2CCN(c3ncccn3)CC2)cc1[N+](=O)[O-]
  23	-6%	5%	-14%	?	?
> COC(=O)C1C(=O)N2CCCSC2=C(C#N)C1c1cccs1 (stereo unspecified)
  -22	0%	3%	13%[11.4 µM]	-1%	-11%
> CCNC(=O)c1c(NC(=O)Cc2coc3cc(C)ccc23)sc2c1CCCC2
  5	.	.	3%	.	8%
> CC(C)(C)OC(=O)N1CCN(C(=O)c2[nH]cnc2C(=O)NCc2ccccc2)CC1
  -22	3%	?	-19%	.	-4%

Whole records as entered above:
O=c1c(Cl)c(Cl)cnn1Cc1nnc(-c2ccc(Cl)cc2)o1 in the list: HCMV inh: ?; AMA1 RON2 block: 34%[activator]; HCV inhibitor: 10µM*; Sm TGR inh: 4.5µM*; Giardia FBPA inh: 0%; AmpC detergent: 1%
CCCc1nnc(NC(=O)CCC(=O)NC2CCCc3ccccc32)s1 (stereo unspecified) in the list: HCMV inh: -10; AMA1 RON2 block: -9%[2.32 µM]; HCV inhibitor: -1%; Sm TGR inh: 0%; Giardia FBPA inh: 7%; AmpC detergent: 2%

Next part.
Values run as follows: HCMV inh	AMA1 RON2 block	HCV inhibitor	Sm TGR inh	Giardia FBPA inh	AmpC detergent
> O=C(O)c1oc2ccccc2c1-n1cccc1
  16	?	11%	-26%	6%	0%
> COCCCNC(=O)C[C@H]1C[C@H](C(=O)N2CCOCC2)[C@@]2(C)c3[nH]c4ccc(Cl)cc4c3CCN2C1=O
  -8	-2%	?	.	.	.
> Cc1ccc(S(=O)(=O)Nc2ccc3c(c2)C(=O)N([C@H](C)CO)C[C@@H](C)[C@@H](CN(C)C(=O)Nc2cccc4ccccc24)O3)cc1
  -18	1%	?	.	.	.
> O=C(CNS(=O)(=O)c1cccc(C(F)(F)F)c1)Nc1ccccc1F
  24	-5%	0%	-10%	0%	0%
> Cc1ccc2sc(-c3ccc(N)cc3)nc2c1
  ?	.	.	1%	.	5%
> CC(Cc1ccccc1)C(=O)NCc1ccncc1 (stereo unspecified)
  0	-5%	34%[activator]	-7%	5%&2%	?
> CC1CCN(S(=O)(=O)c2cc(Cl)ccc2Br)CC1
  0	65%[activator]	-14%	5%	1%	?
> C(=N\Nc1ccccc1)/c1nc2ccccc2s1
  209	5%	8%	8%	7%	2%
> Cc1ccc(CNC(=O)C2CCC(=O)N(CCCN3CCOCC3)C2)cc1 (stereo unspecified)
  5	11%	18%	4%	.	8%
> O=C(C1=C(O)C(=O)N(CC2CCCO2)C1c1cccc(O)c1)c1ccco1 (stereo unspecified)
  -27	5%	4%	-21%	-26%	-16%
> CC(=O)Nc1ccc(NC(=S)Nc2ccc(Br)cc2)cc1
  ?	18%	-20%	?	-4%	10%
> COc1cc(C(=O)NCCOc2ccc(F)cc2)c(Br)c(OC)c1OC
  54	-12%	-1%	6%	-6%	-11%
> Cc1ccc(S(=O)(=O)Cc2sc3ccccc3[n+]2C)cc1
  -23	1%	?	0%	4%	0%

Random draw from the library, and some 9.3% of all compounds hit somewhere here.
